FID counter: fluorescent intercalator displacement, NS3 helicase counter-screen. DNA fluorescent intercalator displacement, fluorescence. actives 0.17% (n = 290,000). inhibition, % at 7.9 µM; in the data active = inhibition above about 37%;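 also: 0% = vehicle and 100% = reference compound; higher means more ethidium bromide displaced from hairpin DNA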
NALP1 yeast inh: blocks the NALP1 inflammasome reconstituted in yeast. S. cerevisiae NALP1/ASC/caspase-1 growth, X-gal OD620, 72 h. inhibition, % at 10 µM. actives 0.61% (n = 280,000); in the data active = inhibition mostly above about 24%, no sharp cut-off; inactive = mostly below about 32%; also: some compounds called inactive have numbers as strong as hits
HCV NS3 hel inh: blocks Hepatitis C virus NS3 helicase unwinding | NS3 helicase DNA unwinding, Cy5 molecular beacon fluorescence | inhibition, % at 10.9 µM | actives 0.56% (n = 290,000);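 active = inhibition above the mean of all tested compounds plus 3 SD, set per campaign, cut at about 35% in these data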;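 also: 0% = DMSO wells and 100% = thioflavine S control wells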
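Material: hepatitis C virus NS3 helicase domain fragment enzyme; measured by: Cy5 fluorescence, 0 and 60 min reads; control set: DMSO and thioflavine S; incubation: 60 min unwinding reaction at 25 °C after ATP addition; read-out basis: % inhibition from 60/0 min fluorescence ratio, DMSO 0%, thioflavine S 100%; repeats: singlicate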
PfM18AAP inh: blocks P. falciparum M18 aspartyl aminopeptidase; recombinant PfM18AAP, H-Glu-NHMec fluorogenic cleavage; inhibition, % at 7.35 µM; actives 1.2% (n = 290,000); AID 1822;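 active = inhibition above the campaign mean inhibition over all tested compounds plus 3 SD, cut at about 28% in these data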;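 also: 0% = plate median of test compound wells and 100% = 2 mM ZnCl2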
SUMO HTRF inh: blocks human SUMOylation mediated by UBC9. HTRF SUMOylation assay, SAE1/SAE2 + UBC9, in vitro. actives 0.36% (n = 290,000). AID 2006. inhibition, % at 35 µM. P63279; in the data active = inhibition above about 50%, passing the limit was not always enough; also: strong numbers were not always called active
Target sequence (P63279 whole entry, looked up): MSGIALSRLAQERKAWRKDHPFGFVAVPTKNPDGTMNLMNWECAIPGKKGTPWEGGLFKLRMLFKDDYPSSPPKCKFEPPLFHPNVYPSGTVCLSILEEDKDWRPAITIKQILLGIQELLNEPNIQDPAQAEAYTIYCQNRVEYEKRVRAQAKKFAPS
MEKK2wt PB1 HTS: raises or lowers MEK5 binding to wildtype human MEKK2 PB1 domain; binding response (% of control), % at 10 µM; bead flow cytometry, Alexa488-MEK5 binding to MEKK2 WT; actives lie on both sides; actives 1.1% (n = 290,000); AID 1531; in the data active = binding response below about 67% or above about 130%
VIM-2 inh: inhibitors of Pseudomonas aeruginosa VIM-2 metallo-beta-lactamase. purified VIM-2, nitrocefin hydrolysis, epi-absorbance fluorescence. inhibition, % at 5.6 µM. actives 0.89% (n = 290,000). AID 1527;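 active = inhibition above the mean of all tested compounds plus 3 SD, cutoff set per screening run, cut at about 7.5% in these data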;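 also: red hydrolysis product quenches plate fluorescence so inhibitors raise well fluorescence; 0% = enzyme with DMSO and 100% = DMSO without enzyme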
IMP-1 inhibitor: inhibitors of Pseudomonas aeruginosa IMP-1 metallo-beta-lactamase; inhibition, % at 5.6 µM; AID 1556; actives 0.45% (n = 290,000); purified IMP-1, nitrocefin hydrolysis, epi-absorbance fluorescence;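 active = inhibition above the mean plus 3 SD of all compounds in the same screening run, cut at about 4.5% in these data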;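 also: 0% = IMP-1 with DMSO and 100% = DMSO wells lacking enzyme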
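System: purified IMP-1 / Input: IMP-1 dispensed at 0.2 nM / Medium: 50 mM HEPES pH 7.1, 50 µM ZnSO4, 0.05% Brij 35 / Timing: 15 min enzyme–compound preincubation, then 25 min nitrocefin reaction, 25 °C / Technique: plate fluorescence quenching by hydrolysis product, ex 480/em 530 nm / Repeats: singlicate testing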
MEKK2 mut-MEK5: signal of MEK5 binding to mutant human MEKK2 PB1 domain; bead flow cytometry, Alexa488-MEK5 binding to MEKK2 mutant; percent response, % at 10 µM; actives 0.35% (n = 290,000); in the data active = percent response above about 24%, passing the limit was not always enough; also: inactives centre near 1; some results filed as inactive read as strong as hits
An asterisk follows results filed as active; . = no result given.

SMILES	FID counter	NALP1 yeast inh	HCV NS3 hel inh	PfM18AAP inh	SUMO HTRF inh	MEKK2wt PB1 HTS	VIM-2 inh	IMP-1 inhibitor	MEKK2 mut-MEK5
CN(C1CC(C)(C)N(O)C(C)(C)C1)S(=O)(=O)CC12CCC(CC1=O)C2(C)C (stereo not drawn)	-3	7	-5	2	2	97	-0.5	-1.9	0
CC(C)(C)c1ccc(/C=C2\Oc3c(ccc(O)c3CN3CCN(CCO)CC3)C2=O)cc1	14	10	-55	2	26	104	-0.9	-1.2	-2
CCN1C(=NCC(C)C)N[C@@H](CCc2ccccc2)[C@H](C(=O)NCC(C)C)[C@H]1C	13	-12	-9	-11	11	103	0.3	-0.6	0
CCOc1cccc(CNCCO)c1OCc1ccc(Cl)cc1Cl	17	39	-33	2	14	115	-0.8	-4.2	19
CN(CC(=O)NC1CCCCC1)S(=O)(=O)c1cccc2nsnc12	-7	-1	8	4	7	92	-2.7	-2.4	-1
COc1cc(Cl)c(CN2CCCC(CO)(Cc3cccc(Cl)c3)C2)cc1OC (stereo not drawn)	1	3	-18	3	-27	110	-2.8	-2.2	6
CCOc1cc(C2NC(=O)c3ccccc3O2)ccc1OC(C)C (stereo not drawn)	-11	-5	3	-1	18	104	-1.4	-1.0	1
CCCNS(=O)(=O)c1ccc2c(c1)n(C)c(=O)n2C	4	-10	10	-4	9	90	-1.1	-2.2	0
COc1cc(NC(=O)CCc2ccccc2)c(C(=O)O)cc1OC	-9	-2	4	1	12	103	-1.6	-2.4	4
O=C(COC(=O)c1ccccc1OCC(=O)Nc1ccc(Br)cc1)Nc1ccccc1	-4	29	-3	6	12	84	-0.2	-0.6	-2
S=C(NCc1ccco1)N1CCN(C/C=C/c2ccccc2)CC1	-4	2	-15	-3	-2	110	-1.8	-1.9	4
O=C(CNC(=O)c1ccc(Br)o1)NCc1ccc(F)cc1	-6	-62	0	-11	23	102	-1.1	-1.9	0
N#Cc1ccc(Nc2ccccc2)c(N)c1	1	-4	-3	-10	7	99	-1.1	-0.8	-4
COc1ccc(Cc2nnc(N/N=C/c3ccc(C)o3)[nH]c2=O)cc1	-12	14	4	-7	-16	87	-3.4	-3.3	-8
CCc1cc(=O)oc2c(C)c(OC(C)C(=O)N3CCC[C@@H]3C(=O)O)ccc12 (stereo partly drawn)	-20	7	9	-6	-7	97	1.1	0.4	-3
Cc1cccc(N2CCN(C(=O)CCn3c(=O)[nH]c4ccsc4c3=O)CC2C)c1 (stereo not drawn)	-27	-22	9	5	-11	104	-1.5	-1.1	-2
O=C(O)CCCCCNCc1c(Cl)cccc1Cl	-4	.	-2	-4	-26	91	-0.1	-1.7	-4
COc1cccc(OC)c1Nc1nc(C)nc2c1nnn2Cc1ccccc1Cl	-3	2	-2	-4	6	91	0.8	-2.4	-6
CNC(=O)/C(C#N)=C/c1cccc(Oc2ccccc2)c1	-2	.	4	2	19	102	-1.0	-3.5	-1
CCOc1ccc(N2C(=O)C(=O)/C(=C(/O)c3ccccc3)C2c2ccccc2[N+](=O)[O-])cc1 (stereo not drawn)	-31	-6	-12	8	2	106	-2.0	-1.7	0

Structures shown so far with a COOH group, in the order listed:
SMILES	FID counter	NALP1 yeast inh	HCV NS3 hel inh	PfM18AAP inh	SUMO HTRF inh	MEKK2wt PB1 HTS	VIM-2 inh	IMP-1 inhibitor	MEKK2 mut-MEK5
COc1cc(NC(=O)CCc2ccccc2)c(C(=O)O)cc1OC	-9	-2	4	1	12	103	-1.6	-2.4	4
CCc1cc(=O)oc2c(C)c(OC(C)C(=O)N3CCC[C@@H]3C(=O)O)ccc12 (stereo partly drawn)	-20	7	9	-6	-7	97	1.1	0.4	-3
O=C(O)CCCCCNCc1c(Cl)cccc1Cl	-4	.	-2	-4	-26	91	-0.1	-1.7	-4

(more compounds)
SMILES	FID counter	NALP1 yeast inh	HCV NS3 hel inh	PfM18AAP inh	SUMO HTRF inh	MEKK2wt PB1 HTS	VIM-2 inh	IMP-1 inhibitor	MEKK2 mut-MEK5
Cc1cc(C)nc(NC(=O)c2cccc([N+](=O)[O-])c2)c1	3	38	-4	0	-19	100	-2.2	-3.4	-2
COC(=O)c1c(-c2ccccc2)noc1C	0	-1	-1	-12	6	93	0.0	-1.1	-7
Cc1cccc(C(=O)N2CCCC(N3CCN(c4ccccc4F)CC3)C2)n1 (stereo not drawn)	-18	26	-2	-1	6	111	0.2	-2.8	12
CC(NC(=O)c1ccc(CS(=O)(=O)c2ccc(Cl)cc2)o1)c1ccc2c(c1)OCCO2 (stereo not drawn)	-21	-10	-6	-9	24	103	-1.1	-2.6	4
O=C(Nc1ccc(C(F)(F)F)cc1)C1CC(=O)N(c2ccc3c(c2)OCCO3)C1 (stereo not drawn)	-5	5	-2	0	20	102	-2.4	-1.9	4
NNC(=S)Nc1c(F)cc(F)cc1Br	-5	6	-2	9	-2	81	-1.5	-1.0	-10
CCN(CC)S(=O)(=O)c1ccc(N2CCOCC2)c(NC(=O)c2cc3ccccc3oc2=O)c1	-25	-18	-11	-1	-16	98	0.7	0.2	-4
O=C(OCc1ccccc1)N1CCCC1/C=C/CN1CCOCC1 (stereo not drawn)	-3	5	5	5	14	78	0.6	-0.8	-10
COc1c2ccoc2c(OCC=C(C)C)c2oc(=O)ccc12	-11	30	3	-1	10	97	-2.1	-2.7	4
Cc1ccc(S(=O)(=O)N2CCN(C(=O)c3c(-c4ccccc4)noc3C)CC2)cc1C	-45	-16	-7	0	3	101	-0.9	-4.1	0
CSc1cccc(NS(=O)(=O)c2ccc(C(C)=O)cc2)c1	-8	6	6	0	9	84	3.1	0.1	-16
CCOc1ccccc1N(C)C(=O)c1cn(C)c(=O)c2ccccc12	-21	-26	2	-2	-4	103	1.0	-1.5	2
O=C(Nc1ccc2nc3n(c(=O)c2c1)CCCCC3)C(=O)N1CCN(c2ccccc2F)CC1	-13	18	-12	-14	-2	99	-2.9	-2.3	10
CCOc1cc(-c2nc(-c3ccccc3)c(-c3cc([N+](=O)[O-])ccc3C)[nH]2)ccc1O	0	31	0	5	-24	87	-2.4	-5.5	-8
CC1CC(c2ccccc2)=Nc2ccccc2N1 (stereo not drawn)	-4	8	-3	13	10	96	-0.7	-1.8	0
O=[N+]([O-])c1ccccc1SNc1ccc(Br)cn1	-2	10	-5	0	12	99	-2.4	-3.8	0
Cc1cc(OCC(=O)Nc2ccc3c(c2)OCCO3)cc(C)c1Cl	-21	2	-1	-5	-14	103	-3.2	-6.2	4
c1ccc(-c2c[nH]c3[n+]2CCCCC3)cc1	4	48	2	3	3	108	-2.5	-4.6	1
CCOc1ccc(C(=O)Nc2ncn[nH]2)cc1	-2	16	6	16	15	102	-3.1	-2.6	3
CCCN(CCC)c1ccc(CC(=O)NC(C)Cc2ccccc2)cc1 (stereo not drawn)	-27	6	-14	5	-27	98	-3.3	-1.6	-1
COCCNC(=O)C(=O)Nc1cc2c3c(c1)CC(=O)N3CCC2	-14	2	-11	-3	2	106	-2.1	-0.6	2
C/C=C/COC(=O)c1[nH]c2c(c1C)C(=O)CC(c1ccc(N(C)C)cc1)C2 (stereo not drawn)	-7	.	-1	2	-1	96	0.1	-1.7	3
CCC(CC)N1CCN(C(=O)c2cccc(Cl)c2)CC1	0	-49	-1	-5	-2	108	-0.9	0.7	4
C=CCOc1nc2c(c(=O)n(C)c(=O)n2C)n1Cc1ccccc1Cl	-15	.	-1	3	-19	111	-2.6	-4.4	7
CC1(C)CC2(CCO1)OC(=O)CC2C(=O)NCc1ccccc1 (stereo not drawn)	6	-10	1	-11	12	100	-1.7	1.5	-1
CCCCCCCCCCCCCCCC(=O)OC[C@H](COP(=O)([O-])OCC[N+](C)(C)C)OC(=O)CCCCCCCCCCCCCCC	-5	19	-2	3	-9	96	-1.0	0.2	4
COc1ccc(-c2nnc(SCC(C)C)o2)cc1	-19	.	-3	15	24	83	-1.1	-0.6	-4
Cc1ccc(C(=O)N/C(=C\c2cccs2)C(=O)NCCc2c[nH]c3ccccc23)cc1	-18	22	-3	3	-6	104	0.8	-2.0	0
CC(C)N1C(=O)C2C(C(=O)NC3CCCCC3)C3C=CC2(O3)C1C(=O)NC1CCCCC1 (stereo not drawn)	-11	1	8	0	-4	99	-7.8	-3.4	1
O=C(CCc1ccc(S(=O)(=O)NC2CCCCC2)cc1)Nc1ccccc1	-24	9	-8	-1	-7	100	-4.8	-5.0	8
O=C(c1cnc(-c2ccccc2)s1)c1ccc(Cl)cc1Cl	-7	4	-1	-2	-12	101	-4.2	-2.1	4
CCN(CC)S(=O)(=O)c1cc(OC)c(Cl)cc1OC	-7	3	-1	-3	4	100	-3.3	-0.9	3
CC(=O)Nc1ccc(NC(=O)CSc2nnnn2-c2ccccc2F)cc1	-5	12	3	-8	11	112	-1.7	-0.3	11
Cc1cccc(NC(=O)c2cc(-c3c(C)cc(C)cc3O)n[nH]2)c1	-13	10	10	16	8	100	-2.9	-2.6	5
CN(C)c1ccc(C=NCC2(O)CCOC(C)(C)C2)cc1 (stereo not drawn)	-2	1	-3	-3	-6	102	-0.2	-2.9	-1
CCCCOC(=O)c1ccc(NC(=O)c2c(OC)cccc2OC)cc1	-14	0	-4	-3	3	94	-2.4	-2.8	-3
NS(=O)(=O)c1ccc(CCNC(=O)c2ccccc2OCc2ccc(F)cc2)cc1	-33	2	-5	-3	-4	98	-1.6	-1.7	-4
COc1ccccc1N1CCN(C2CCCN(C(=O)C3=NN(C)C(=O)CC3)C2)CC1 (stereo not drawn)	-16	6	3	4	3	99	-0.7	-3.3	2
CC(C)N(NC(=O)c1cccc2ccccc12)C(C)C	6	27	0	-4	-9	109	1.4	-2.8	-1
Cc1ccc(CC(=O)N2CCN(c3ccc([N+](=O)[O-])cc3)CC2)cc1	-22	0	14	3	-4	100	-2.0	-0.9	8
COC(=O)Cc1csc(Nc2ccccc2)n1	-4	34	7	-5	8	100	-1.5	-3.6	-1
CCN1CCN(C(=O)Nc2ccc(Cc3ccc(NC(=O)N4CCN(CC)CC4)cc3)cc2)CC1	24	-26	-67	1	4	127	-1.5	0.6	17
Cc1[nH]c2ccccc2c1/C=N/NC(=O)CNC(=O)COc1ccccc1	-2	2	-7	2	-1	104	-3.5	-2.8	2
NC(=O)c1ccc(NC(=O)COC(=O)/C=C/c2cn(-c3ccccc3)nc2-c2cccnc2)cc1	-23	19	26	-13	19	90	-0.9	-3.1	-2
COc1cccc(NC(=O)CN(C)C(C)C(=O)Nc2ccc(C#N)cc2)c1 (stereo not drawn)	-13	-4	0	-11	-11	105	-1.6	-1.7	-2
O=c1oc2ccccc2c(O)c1/C=C1\C=Nc2ccccc21	-24	6	18	-2	22	92	-3.6	-2.1	1
CCOc1ccc(NC(=O)Cn2c(=O)oc3cc(Cl)ccc32)cc1	-5	11	14	2	2	107	-3.1	-0.6	6
COc1ccc(S(=O)(=O)NCCSCc2ccco2)cc1C	-12	.	1	-11	.	105	-0.6	-0.9	2
COCCCNC(=O)C(=O)Nc1cc2c3c(c1)CCC(=O)N3CCC2	-15	16	12	-12	17	99	1.6	0.7	-1

Screens as filed in PubChem.
